Cycloheximide cs = affects cycloheximide protein synthesis inhibition readout, counter-screen | cell reporter, cycloheximide protein synthesis inhibition counterscreen | max response, % | actives 12% (n = 300,000); in the data active means max response mostly above about 13%, no sharp cut-off; inactive means mostly below about 14%; further: read at 38.3 µM for the half of the compounds with a filed dose; 0% is about no effect
FBPA Giardia inh = Giardia lamblia aldolase inhibition; purified Giardia FBPA; A8B2U2; Potency, µM (titrated, usually from 59.6 µM), without a hit: at the highest dose activity, negative = inhibition, usual class: inhibitors; actives 0.71% (n = 290,000); further: potency means the concentration at half of the fitted maximal effect; on the % scale 0 is the no-effect control and ±100 the full control effect; nearly all actives have a fitted effect of over 55% in size
Target sequence (A8B2U2 whole entry, looked up): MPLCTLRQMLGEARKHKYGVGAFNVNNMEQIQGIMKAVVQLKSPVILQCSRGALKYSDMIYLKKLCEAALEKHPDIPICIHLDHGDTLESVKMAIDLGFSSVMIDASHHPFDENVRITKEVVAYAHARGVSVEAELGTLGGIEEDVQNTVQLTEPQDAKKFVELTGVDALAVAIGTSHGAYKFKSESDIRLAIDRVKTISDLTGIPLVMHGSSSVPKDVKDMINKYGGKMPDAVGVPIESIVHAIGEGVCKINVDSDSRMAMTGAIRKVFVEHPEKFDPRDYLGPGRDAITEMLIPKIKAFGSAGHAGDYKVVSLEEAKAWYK
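40 nM FBPA preincubated 10 min at RT with compound (up to 57.5 uM final), then substrate plus GAPDH/TPI/NAD/arsenate coupling and diaphorase/resazurin added. Fluorescence read after 20 min at RT, 525/598 nm.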
Shiga toxin inh = blocks Shiga toxin action in Vero cells; inhibition, % at 38.7 µM; Vero cells, Shiga toxin protein synthesis inhibition reporter; AID 2315; actives 9.2% (n = 290,000); in the data active means inhibition mostly above about 28%, no sharp cut-off; inactive means mostly below about 43%; further: 0% is about no effect
AmpC inh no detg = inhibitors of E. coli AmpC beta-lactamase without detergent; actives 0.52% (n = 330,000); Potency, µM (series often up to 57.1 µM), for inactives: at the highest dose activity change, negative = inhibition, usual class: inhibitors; P00811; AmpC nitrocefin hydrolysis, absorbance 480 nm, 0.0001% Triton;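 further: potency means the concentration at half of the fitted maximal effect; plate controls were no compound for no effect and no enzyme for full effect; nearly all actives have a fitted effect of over 20% in size; some results filed as inactive show a strong effect at the top dose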
Target sequence (P00811 whole entry, looked up): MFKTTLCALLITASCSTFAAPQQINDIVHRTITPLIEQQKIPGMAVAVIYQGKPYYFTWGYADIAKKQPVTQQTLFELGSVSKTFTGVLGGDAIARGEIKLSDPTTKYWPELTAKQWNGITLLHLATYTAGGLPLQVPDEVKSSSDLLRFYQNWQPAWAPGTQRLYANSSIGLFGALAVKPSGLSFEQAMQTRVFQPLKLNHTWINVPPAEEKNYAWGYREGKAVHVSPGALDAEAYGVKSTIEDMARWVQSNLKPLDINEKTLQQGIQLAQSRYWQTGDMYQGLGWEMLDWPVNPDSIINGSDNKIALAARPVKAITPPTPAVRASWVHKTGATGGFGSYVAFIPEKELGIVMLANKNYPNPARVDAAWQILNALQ
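20 mM phosphate pH 7.0 + 0.01% (detergent screen) or 0.0001% Triton X-100; 5.3 nM AmpC reagent; cpd preinc 15 min RT; nitrocefin (800 uM stock) to start; A480 q20 s × 4 min; Activity was normalised to no-enzyme and no-compound control wells.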
HCMV antiviral = inhibitors of human cytomegalovirus. HFF cells, HCMV-luciferase reporter, 72 h; hits give low values. activity change, negative = inhibition, % at 57.5 µM. actives 4.5% (n = 410,000). AID 1259415; in the data active means activity change below about -60%; inconclusive means no clear call, values can overlap the other calls; inactive means above about -39%; further: on the % scale 0 is the no-effect control and ±100 the full control effect
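Steps: HFFs plated, 16 h 37C; compounds added; HCMV-luciferase added to MOI 1 PFU/cell; 72 h 37C; OneGlo reagent, 5 min room temperature; luminescence read, normalized to controls.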
AmpC detergent = inhibitors of E. coli AmpC beta-lactamase with detergent | P00811 | AmpC hydrolysis of nitrocefin, absorbance 480 nm, 0.01% Triton | actives 0.041% (n = 370,000) | Potency, µM (doses to about 114 µM), without a hit: at the highest dose activity change, negative = inhibition, most hits filed as inhibitors | AID 485294;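 further: potency means the concentration at half of the fitted maximal effect; 0% = no-compound wells and -100% = no-enzyme wells; nearly all actives have a fitted effect of over 25% in size; some results filed as inactive show a strong effect at the top dose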
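20 mM phosphate pH 7.0 + 0.01% (detergent screen) or 0.0001% Triton X-100; 5.3 nM AmpC reagent; cpd preinc 15 min RT; nitrocefin (800 uM stock) to start; A480 q20 s × 4 min; Activity was normalised to no-enzyme and no-compound control wells.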
AMA1-RON2 inh = disrupts binding of P. falciparum AMA1 to RON2; AlphaScreen AMA1-biotinylated RON2 peptide binding; Potency, µM (series often up to 58.2 µM), inactives show at the top dose activity change, negative = inhibition, hits mostly inhibitors; actives 0.2% (n = 360,000); AID 720542;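 further: potency means the concentration at half of the fitted maximal effect; 0% = vehicle wells and -100% = peptide control; nearly all actives have a fitted effect of over 45% in size; some results filed as inactive show a strong effect at the top dose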
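AMA1 (3D7) with his tag at 25 nM final met compounds first, then biotinylated RON2 peptide at 25 nM; detection used donor plus acceptor beads, 10 µg/mL apiece, read by AlphaScreen after 30 min at room temperature.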
Starred values were filed as active, the others as inactive; ? = inconclusive; nt = no result given; & = joins results of further samples; [ ] = another dose, or the depositor's remark. Unless noted, the call rests on the fitted dose curve; in most records, active means well fitted curve in the direction sought with a large enough effect; inconclusive means small, poorly fitted or top-dose-only effect, or another doubt; inactive means no such curve, though single readings can be large; an effect the other way counts as inactive or inconclusive.

Start of the listing, in advance (2 entries):
SMILES	Cycloheximide cs	FBPA Giardia inh	Shiga toxin inh	AmpC inh no detg	HCMV antiviral	AmpC detergent	AMA1-RON2 inh
CCC(CC)C(=O)NCCc1ccc(OC)cc1	-4	3%	30	-11%	59	-4%	-9%
CCCCN1C(=O)/C(=C/c2ccc(N3CCCCCC3)cc2)C(=O)NC1=S	-4	6%	-11	-24%	nt	-5%	nt

Main list, previewed entries included:
SMILES	Cycloheximide cs	FBPA Giardia inh	Shiga toxin inh	AmpC inh no detg	HCMV antiviral	AmpC detergent	AMA1-RON2 inh
CCC(CC)C(=O)NCCc1ccc(OC)cc1	-4	3%	30	-11%	59	-4%	-9%
CCCCN1C(=O)/C(=C/c2ccc(N3CCCCCC3)cc2)C(=O)NC1=S	-4	6%	-11	-24%	nt	-5%	nt
C=CCn1c(SCC(=O)C23CC4CC(CC(C4)C2)C3)nc(O)cc1=O	1	9%	-3	-31%	17	-2%	7%
C=CCN(c1cccc(C(F)(F)F)c1)S(=O)(=O)c1cccc(C(=O)OCC(=O)NCCC)c1	-1	2%	-8	115%[activator]	-21	-8%	-1%
NC(=S)NNC(=S)Nc1ccccc1	-2	-6%	4	-6%	-3	8%	-6%
Cc1ccc2c(c1)C(SCC(=O)NCCc1ccccc1)CC1(CCCC1)O2 (stereo not given)	1	8%	-11	-7%	-4	?	4%
COc1ccc(OC)c(C(C(=O)NC2CCCCC2)N(C(=O)c2snc(C(N)=O)c2N)c2ccccc2OC)c1 (stereo not given)	6	nt	-7	23%	-61*	0%	-7%
N#CC1(NC(=O)COC(=O)c2ccc(-c3ccc(O)cc3)cc2)CCCCC1	nt	nt	nt	-21%	5	-3%	1%
Cn1c(N)c(C(=O)Nc2ccccc2F)sc1=S	9.0*	-6%	25	-18%	-14	7%	0%
COc1ccc(S(=O)(=O)N2CCCC2C(=O)Nc2nnc(-c3cccnc3)s2)cc1 (stereo not given)	-5	-6%	1	-14%	36	-5%	5%
Cc1ccc(O)c(NC(=O)c2noc3c2CCCCC3)c1	42*	-16%	185*	-28%	?	5%&20%	10%
COc1ccc(NC(=O)CN2CCC(NC(=O)C3CCCCC3)CC2)c([N+](=O)[O-])c1	-2	0%	-34	-7%	-8	-2%	10%
CN1/C(=C/C(=O)C2CC2)C(C)(C)c2ccccc21	21	-3%	19	3%	-22	8%	-1%
CNC(=O)Nc1cc(C(F)(F)F)cc(C(F)(F)F)c1	1	-6%	11	-14%	7	-14%	14%
O=C(O)c1cc(O)c2c(c1)C(=O)c1cc(O)cc(O)c1C2=O	-2	?	14	-31%	-20	7%	?
COc1cc(=O)[nH]c(SCC(=O)Nc2ccc3ccccc3c2)n1	-6	-23%	-9	-19%	7	3%	16%
O=C(c1cc(-c2cccs2)nc2ccccc12)N1CCN(S(=O)(=O)c2cccc(F)c2)CC1	32*	5%	30*	11%	-21	0%	-6%
O=C(NNCc1ccc(O)cc1)c1ccccc1Cl	46*	15%	39*	-6%	86	-9%	-2%
C=CCC[C@@H](Cc1ccc(F)cc1)C(=O)OC[C@H](C)NC(=O)[C@@H](CC=C)CC(=O)N[C@@H](CO)Cc1ccccc1	nt	nt	nt	37%[activator]	-7	nt	26%
O=C(Cn1ncc2c([nH]c3ccccc32)c1=O)NCCCN1CCN(c2ccccc2)CC1	8	-8%	15	3%	9&51	-5%&14%	-11%
CC1CCCN(c2nc3ccccc3nc2C(C#N)S(=O)(=O)c2cccs2)C1 (stereo not given)	-1	-10%	-8	-31%	2	1%	4%
C#CCCc1cscc1/C=[N+](\[O-])c1ccc(C(=O)OCC)cc1	nt	nt	nt	-35%	44	-1%	-19%
CC1(C)N(OCc2ccccc2)C(=O)C(=O)N(OCc2ccccc2)C1(C)C	-8	8%	-18	-19%	51	-1%	-4%
Cn1cc(C(=O)c2ccc(Cl)cc2Cl)cc1C(=O)NN	-6	17%	-5	-43%	-23	-7%	31%[activator]
CS(=O)(=O)c1ccc(NC(=O)c2ccccc2-n2cnnn2)cc1	nt	nt	nt	-8%	16	-4%	-4%

One compound at a time (already shown). Screens in order: Cycloheximide cs | FBPA Giardia inh | Shiga toxin inh | AmpC inh no detg | HCMV antiviral | AmpC detergent | AMA1-RON2 inh
O=C(Cn1ncc2c([nH]c3ccccc32)c1=O)NCCCN1CCN(c2ccccc2)CC1 as listed: 8 | -8% | 15 | 3% | 9&51 | -5%&14% | -11%
O=C(c1cc(-c2cccs2)nc2ccccc12)N1CCN(S(=O)(=O)c2cccc(F)c2)CC1 as listed: 32* | 5% | 30* | 11% | -21 | 0% | -6%
CC1(C)N(OCc2ccccc2)C(=O)C(=O)N(OCc2ccccc2)C1(C)C as listed: -8 | 8% | -18 | -19% | 51 | -1% | -4%
COc1ccc(NC(=O)CN2CCC(NC(=O)C3CCCCC3)CC2)c([N+](=O)[O-])c1 as listed: -2 | 0% | -34 | -7% | -8 | -2% | 10%
Cc1ccc2c(c1)C(SCC(=O)NCCc1ccccc1)CC1(CCCC1)O2 (stereo not given) as listed: 1 | 8% | -11 | -7% | -4 | ? | 4%

Going on with the list:
SMILES	Cycloheximide cs	FBPA Giardia inh	Shiga toxin inh	AmpC inh no detg	HCMV antiviral	AmpC detergent	AMA1-RON2 inh
COc1ccc(-c2cc(C)nc(SCC(=O)c3cccc([N+](=O)[O-])c3)n2)cc1	-3	-1%	-17	12%	1	?	0%
O=C(Cn1cnc([N+](=O)[O-])n1)NCCO	0	-11%	14	-15%	10	5%	16%
CCOC(=O)CCc1c(C)nc2cc(-c3ccc(Cl)cc3)[nH]n2c1=O	7	0%	-5	-11%	16	0%	6%
O=C(Nc1cccc2ccccc12)c1nn(C23CC4CC(CC(C4)C2)C3)cc1Br	4	1%	19	-14%	-37	-4%	-5%
COc1ccc(CN2CCN(C(=O)CCC(=O)Nc3nnc(C(C)C)s3)CC2)cc1F	-9	nt	-4	131%[activator]	-14	-2%	2%
COc1ccc(/C(C)=N/NC(=O)CNC(=O)/C=C/c2ccccc2OC)cc1	7	14%	-2	-16%	16	3%	1%
Cc1ccc(S(=O)(=O)N2CCN(C)CC2)cc1-c1nnc2c3ccccc3c(C)nn12	10	4%	-3	80%[activator]	9	2%	1%
COc1ccc(NC(=O)c2cccnc2Cl)c(S(=O)(=O)N2CCOCC2)c1	-2	6%	-22	-41%	14	1%	-4%
CN(C)S(=O)(=O)c1cccc(NC(=O)COC(=O)C2CCN(C(=O)c3ccc(F)cc3)CC2)c1	nt	nt	nt	14%	-11	-11%	10%[11.6 µM]
C=CCNC(=O)c1ccc(OC2CCN(S(=O)(=O)N(C)C)CC2)cc1	51*	1%	95*	-11%	-17	0%	5%
COc1ccc(Nc2nc(OC)nc(N3CCOCC3)n2)cc1	9	-5%	5	-4%	-38	5%	-4%
Cc1ccc2nc(-c3ccccn3)cc(C(=O)NCCc3ccc(F)cc3)c2c1	-4	18%	12	-7%	-3	2%	-3%
Cc1cc(C(=O)NNC(=S)NCc2ccccc2)no1	-1	7%	-11	-12%	9	-1%	137%[activator]
CCCSc1cc(=O)n(-c2ccc(F)cc2)nc1C(=O)OCC	-4	6%	-19	-25%	-40	1%	0%
NS(=O)(=O)c1ccc(NC(=O)COC(=O)c2cccc(S(=O)(=O)N3CCCC3)c2)cc1	-3	0%	7	-58%	-6	1%	5%
Cc1ccc(NC(=O)C2CCN(C(=O)c3ccc(F)cc3)CC2)nc1	nt	nt	nt	-7%	-27	?	-15%
COc1cccc(CC(NC(C)=O)C(=O)NC2CCN(c3ncccc3[N+](=O)[O-])CC2)c1 (stereo not given)	1	1%	-4	-1%	26	-14%	nt
Cc1nnc(SCC(=O)c2c[nH]c3ccccc23)n1C1CC1	nt	nt	nt	3%	20	3%	29%
COC(=O)C1=CO[C@@H](OC2OC(CO)C(O)C(O)C2O)[C@@H]2C(CO)=CC[C@H]12 (stereo not given in full)	-2	-1%	-2	-10%	8	?	-1%
O=C(CC1Oc2ccc(Cl)cc2NC1=O)NC1CCCCCC1 (stereo not given)	-3	0%	-19	-26%	-1	-7%	-8%
COc1ccccc1CCN1CCCC(CN(C)C(=O)CCC(=O)N(C)C)C1 (stereo not given)	-1	1%	-6	-8%	-12	-5%	-3%
Nc1ccccc1Sc1c[nH]c2ccccc12	7	nt	16	-14%	0	4%	-15%
O=c1[nH]c2ccc(NCc3ccccc3OCc3ccc(Cl)cc3)cc2[nH]1	5	-1%	4	-18%	-73*	3%	?
COc1ccc(/C=N/OC(=O)c2ccc(Cl)cc2)c(Cl)c1OC	-3	1%	15	-14%	26	-2%	-3%
Cc1nnc(NC(=O)CCn2cnc3ccccc3c2=O)s1	-4	0%	2	-12%	33	2%	2%

Part of the list above, as a markdown table:
| Structure | Cycloheximide cs | FBPA Giardia inh | Shiga toxin inh | AmpC inh no detg | HCMV antiviral | AmpC detergent | AMA1-RON2 inh |
| --- | --- | --- | --- | --- | --- | --- | --- |
| COc1ccccc1CCN1CCCC(CN(C)C(=O)CCC(=O)N(C)C)C1 (stereo not given) | -1 | 1% | -6 | -8% | -12 | -5% | -3% |
| Cc1cc(C(=O)NNC(=S)NCc2ccccc2)no1 | -1 | 7% | -11 | -12% | 9 | -1% | 137%[activator] |
| Cc1ccc2nc(-c3ccccn3)cc(C(=O)NCCc3ccc(F)cc3)c2c1 | -4 | 18% | 12 | -7% | -3 | 2% | -3% |

Next section:
SMILES	Cycloheximide cs	FBPA Giardia inh	Shiga toxin inh	AmpC inh no detg	HCMV antiviral	AmpC detergent	AMA1-RON2 inh
CC(=O)NC1(c2ccccc2)CCN(c2nc(C)cc(C)n2)CC1	-4	0%	-5	32%	27	-14%	16%
O=S(=O)(c1cccc2nsnc12)N1CCN(c2ccc(F)cc2)CC1	6	5%	-7	-10%	-5	3%	-2%
Cc1nc2ccccc2nc(C)c1=NOCc1ccccc1Cl	39*	-6%	86*	-17%	-15	-8%	0%
O=C1C=CC(=O)N1CCCCCCN1C(=O)C=CC1=O	-9	-2%	-19	-20%	-102*	?	-1%
O=C(Nc1ccccc1C(=O)N1CCCCCC1)c1cccc(S(=O)(=O)N2CCOCC2)c1	-1	7%	-1	44%	-13	0%	4%
COCCN1Cc2cccc(C(=O)NCc3cccs3)c2C1=O	-1	0%	-12	-1%	?	0%	10%
CCn1nnc2cc(C(=O)OCC(=O)N(C)Cc3cccc(F)c3)ccc21	nt	nt	nt	7%	-19	nt	-6%
CCCCCOC(=O)c1[nH]c2c(c1C)C(=O)C(C(=O)OC)C(C)C2 (stereo not given)	26*	-1%	38	21%	-6	-4%	0%
Cc1cc(N/C=C(\C#N)S(=O)(=O)c2ccc(Cl)cc2)nc(C)n1	-1	3%	-5	-47%	30	-2%	-16%
CC(=O)c1ccc(N2CCN(CC(=O)Nc3ccc(N4CCOCC4)cc3)CC2)cc1	0	3%	-5	-14%	nt	-1%	nt
CCN(CC)CCC(c1ccc2c(c1)OCO2)c1c(O)cc(OC)cc1OC (stereo not given)	1&-2	-27%&-3%	14&-7	-4%	1	0%	-14%
